Compound activity from PubChem.
HTR5A ag ctr = counter-screen for OPRM1-OPRD1 agonists: human HTR5A agonism. P47898. HTR5A agonist assay, luminescence, cell-based. activation, % at 9.3 µM. hit rate 0.61% among 340,000. AID 504692; in the data active means activation mostly above about 9.5%, no sharp cut-off; inactive means mostly below about 7.6%;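 further: 0% = cells with vehicle only and 100% = reference agonist; strong numbers were not always called active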
PfHsp90 set2 = reduces growth (ATP signal) of yeast expressing P. falciparum Hsp90 | S. cerevisiae expressing PfHsp90, BacTiter-Glo ATP, 48 h; yeast lacking PDR1 and PDR3 efflux regulators | inhibition, % at 9.4 µM | hit rate 0.32% among 310,000 | AID 504621;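 active means every replicate shows inhibition above about 80%, whatever the replicate mean, limit read from the data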;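 further: 0% = DMSO neutral controls and 100% = 20 µM radicicol positive controls; yeast relying on Plasmodium falciparum Hsp90 in place of its own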
phage Ecoli inh = E. coli growth loss with phage present; growth absorbance; hit rate 0.26% among 360,000; inhibition, % at 11.9 µM; AID 651602; in the data active means inhibition above about 11%
OPRM1-OPRD1 inv = mu-delta opioid heterodimer inverse agonism | P35372+P41143 | cell-based MOR-DOR heterodimer luminescence | inhibition, % at 9.3 µM | hit rate 0.21% among 340,000; in the data active means inhibition above about 22%, passing the limit was not always enough;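 further: 0% = cells with DMSO and 100% = wells without cells with DMSO; values of inactives mirror those of a sister screen read the other way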
Target sequence (P35372 whole entry, looked up): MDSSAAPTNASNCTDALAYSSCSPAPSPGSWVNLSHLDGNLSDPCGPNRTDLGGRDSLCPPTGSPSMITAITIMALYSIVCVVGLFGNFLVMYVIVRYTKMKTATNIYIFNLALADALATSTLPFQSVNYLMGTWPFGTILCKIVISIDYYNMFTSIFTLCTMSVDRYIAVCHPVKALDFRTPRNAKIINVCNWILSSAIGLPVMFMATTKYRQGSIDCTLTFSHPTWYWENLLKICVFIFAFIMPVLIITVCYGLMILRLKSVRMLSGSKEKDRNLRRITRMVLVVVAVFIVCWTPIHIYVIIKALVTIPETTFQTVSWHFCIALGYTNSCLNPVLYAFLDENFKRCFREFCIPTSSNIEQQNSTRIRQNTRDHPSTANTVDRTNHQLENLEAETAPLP
Target sequence (P41143 whole entry, looked up): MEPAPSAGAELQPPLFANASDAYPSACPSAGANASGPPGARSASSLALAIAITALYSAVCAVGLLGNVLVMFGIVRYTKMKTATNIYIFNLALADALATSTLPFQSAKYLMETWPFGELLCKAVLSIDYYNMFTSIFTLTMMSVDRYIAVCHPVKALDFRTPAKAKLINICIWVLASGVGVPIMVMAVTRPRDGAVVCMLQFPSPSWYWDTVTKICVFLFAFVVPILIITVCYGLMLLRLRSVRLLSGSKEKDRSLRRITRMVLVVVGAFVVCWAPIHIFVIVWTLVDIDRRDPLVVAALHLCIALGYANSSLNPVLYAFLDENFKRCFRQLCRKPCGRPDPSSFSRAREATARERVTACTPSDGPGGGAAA
HTR5A inv ctr = counter-screen for OPRM1-OPRD1 inverse agonists: human HTR5A inverse agonism; inhibition, % at 9.3 µM; hit rate 0.083% among 340,000; AID 504634; HTR5A cell line, luminescence; P47898; in the data active means inhibition mostly above about 23%, no sharp cut-off; inactive means mostly below about 18%;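 further: 0% = cells with DMSO and 100% = no-cell wells with DMSO; some compounds called inactive have numbers as strong as hits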
MOR-DOR ag = OPRM1-OPRD1 heterodimerization agonism | P35372+P41143 | cells, luminescence | activation, % at 9.3 µM | hit rate 0.3% among 340,000; in the data active means activation above about 18%;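 further: 0% = vehicle-treated cells and 100% = reference agonist; values of inactives mirror those of a sister screen read the other way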
DSG3 Ab inh = human desmoglein-3 autoantibody binding inhibition; hit rate 0.48% among 310,000; P32926; binding (percent of control), % at 10 µM; DSG3-coupled beads, scFv-anti-DSG3-GFP binding, flow cytometry; hits give low values;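 active means binding more than 3 SD below its plate's average and above zero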;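 further: hits lower antibody fragment binding to DSG3; some compounds called inactive have numbers as strong as hits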
AddAB inh = less growth of phage-infected E. coli with AddAB | inhibition, % at 11.9 µM | E. coli expressing H. pylori AddAB, absorbance growth | AID 435030 | hit rate 0.29% among 330,000; in the data active means inhibition above about 12%;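 further: 0% = vehicle wells of infected cells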
E coli growth = bacterial growth inhibition, counter-screen for AddAB inhibitors | E. coli V3065 growth, OD600 absorbance, 18 h | inhibition, % at 11.9 µM | hit rate 0.27% among 330,000 | AID 449728;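 active means inhibition above the campaign's mean inhibition across all tested compounds plus 3 SD, cut at about 9.9% in these data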;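 further: uninfected addAB+ strain grown without phage in ampicillin broth; 0% = DMSO wells and 100% = ciprofloxacin 0.95 µg/ml wells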
PKA-R1A act = PKA-R1A complex activation; activation, % at 11.4 µM; PKA-R1A dissociation, Cy5-IP20 fluorescence polarization; scaled: DMSO 0%, 113 µM cGMP 100%; hit rate 0.083% among 340,000; AID 504707;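 active means percent activation above the mean of all tested compounds plus 3 SD, cut at about 19% in these data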;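 further: higher means more PKAc released from R1A so a rise in polarization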
Mot1-301 SUMO = SUMOylation pathway inhibition by Mot1-301 growth rescue; S. cerevisiae Mot1-301 growth rescue, ATP luminescence, 38.5C; percent above DMSO median, 100 means doubled; growth rescue, % at 18.8 µM; hit rate 1% among 320,000; AID 2716;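 active means every valid replicate shows activation above 250% relative to neutral control wells; inactive means the rest, any valid replicate at or below 250%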;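 further: OY570 slx delta 5 strain wells were the positive control but not used for scaling; some compounds called inactive have numbers as strong as hits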
An asterisk follows results filed as active; · = not tested or not shown.

SMILES	HTR5A ag ctr	PfHsp90 set2	phage Ecoli inh	OPRM1-OPRD1 inv	HTR5A inv ctr	MOR-DOR ag	DSG3 Ab inh	AddAB inh	E coli growth	PKA-R1A act	Mot1-301 SUMO
Cc1noc(C)c1COc1ccccc1C(=O)NCc1ccco1	1.7	-44.0	0.1	16.1	-4.3	-3.7	93.7	1.6	0.0	-6.9	11.5
Cn1nc(C(F)(F)F)c(C(=O)Nc2cccc(Cl)c2)c1Cl	-4.3	·	3.4	-0.3	2.2	0.1	108.3	1.4	2.2	-0.2	60.8
O=C(c1ccc(COc2ccccc2[N+](=O)[O-])o1)N1CCCCCC1	3.3	-24.8	2.9	6.0	-17.5	-1.4	·	4.0	0.4	2.4	-22.7
Nc1nc(SCC(=O)NC2CCCc3ccccc32)n[nH]1 (configuration not stated)	-1.9	4.8	1.8	0.7	12.8	-0.1	100.9	-1.4	-0.8	4.2	-6.8
Cc1ccc2c(c1)c(CC(=O)Nc1ccc(F)cc1)c(C(=O)O)n2C	3.5	-31.3	2.3	6.2	-2.3	-1.4	124.6	1.5	1.6	1.8	-5.0
O=C(/C=C/c1cccc(Cl)c1)NCCCN1CCOCC1	-0.5	10.3	0.7	12.9	-0.3	-2.5	·	-2.4	-0.2	-3.2	-1.8
CCOC(=O)COc1ccc2c(=O)c(-c3ccccc3)coc2c1	-2.6	-10.7	0.5	11.6	14.3	-2.3	107.3	0.8	2.0	-14.2	-0.1
COC(=O)CN=C1OC(=O)N2C(=O)C3=C4[C@@H](C[C@H]5C(=O)N(c6ccccc6)C(=O)[C@H]5[C@H]4[C@@]12Cc1ccccc1)[C@H]1C(=O)N(c2ccccc2)C(=O)[C@H]1[C@H]3C	-3.8	1.6	2.2	5.1	5.0	-0.9	102.1	-2.0	-1.0	0.5	3.7
C=CCn1c(O)c(C(CC)=NCc2cccnc2)c(=O)[nH]c1=O	6.0	4.9	1.1	8.8	-39.8	-1.8	99.2	0.3	-2.7	1.9	153.5
O=c1cc(NCc2ccco2)c2ccccc2o1	-2.8	0.3	1.4	5.7	-15.1	-1.0	111.3	1.3	-1.9	-0.4	-2.0
COc1ccc(NC(=O)N2CCCCCC2)cc1OC	-1.4	-0.5	-0.5	20.9	2.0	-3.9	102.2	0.3	0.3	1.0	-17.4
CCOC(=O)C1CCN(CC(=O)Nc2cc(S(=O)(=O)N3CCCCC3)ccc2Cl)CC1	1.0	22.0	4.4	13.3	10.9	-2.7	96.8	·	·	-10.0	·
CN1CCC(N(C)C(=O)/C(C#N)=C/c2ccccc2)CC1	1.0	0.6	3.7	11.4	-3.7	-2.6	102.3	·	·	-1.4	-22.9
CCNc1nc(NC(C)C)nc(Oc2ccc(=O)n(C)n2)n1	-1.3	-8.2	5.6	15.7	3.5	-2.8	96.7	-0.9	-1.7	-4.6	-1.1
CCc1nn2c(=O)c(S(=O)(=O)Nc3ccc(Cl)cc3)c(C)nc2s1	-0.1	-6.7	2.5	-9.7	0.4	1.9	102.5	-0.5	1.4	0.8	-0.1
CCCCCN(C(=O)CCC(=O)OCC(=O)NC1CCC(C)CC1)c1c(N)n(CCCC)c(=O)[nH]c1=O (configuration not stated)	-3.6	·	0.2	1.5	9.9	-0.2	92.0	-1.0	2.6	5.4	0.4
Cc1nnc(NC(=O)c2ccccc2-c2ccccc2C(=O)O)s1	1.0	-23.0	1.7	6.8	-3.3	-1.3	100.0	1.4	1.5	-1.5	1.9
CC(c1nc2ccccc2n1Cc1ccccc1)N1CCCCC1 (configuration not stated)	1.8	20.5	-0.1	16.9	-6.8	-3.6	99.4	-2.9	-1.8	-12.6	-5.5
CCC(C)c1ccc(NC(=O)c2[nH]c(C)c(C(C)=O)c2C)cc1 (configuration not stated)	-1.4	-12.7	3.0	-37.9	3.3	6.8	110.3	2.2	1.1	-6.0	10.4
Cc1c(C2CC(=O)N(c3ccccc3)C2=O)[nH]n(-c2ccccc2)c1=O (configuration not stated)	-3.5	2.7	1.2	1.9	12.8	-0.3	108.4	1.1	-0.4	0.8	10.7

Next part, overlapping the part above by three compounds.
SMILES	HTR5A ag ctr	PfHsp90 set2	phage Ecoli inh	OPRM1-OPRD1 inv	HTR5A inv ctr	MOR-DOR ag	DSG3 Ab inh	AddAB inh	E coli growth	PKA-R1A act	Mot1-301 SUMO
CC(c1nc2ccccc2n1Cc1ccccc1)N1CCCCC1 (configuration not stated)	1.8	20.5	-0.1	16.9	-6.8	-3.6	99.4	-2.9	-1.8	-12.6	-5.5
CCC(C)c1ccc(NC(=O)c2[nH]c(C)c(C(C)=O)c2C)cc1 (configuration not stated)	-1.4	-12.7	3.0	-37.9	3.3	6.8	110.3	2.2	1.1	-6.0	10.4
Cc1c(C2CC(=O)N(c3ccccc3)C2=O)[nH]n(-c2ccccc2)c1=O (configuration not stated)	-3.5	2.7	1.2	1.9	12.8	-0.3	108.4	1.1	-0.4	0.8	10.7
NC(=O)COc1ccc2c3c(c(=O)oc2c1)CCCCC3	-4.5	·	·	9.1	-4.8	-1.6	103.5	1.7	0.5	-5.9	-6.4
CCOc1ccc(N(CC(=O)N2CCCC2)S(=O)(=O)c2ccc(Cl)cc2)cc1	-0.8	10.8	2.9	3.8	2.0	-0.7	110.0	-0.7	0.9	0.4	-4.5
CN(C)C(=O)c1ccc(-n2cnc3ccccc3c2=O)cc1	-2.0	-16.2	1.8	2.1	5.7	-0.4	100.2	-0.2	1.9	-0.6	9.5
CN(C)/C=N/c1cnc(C(=O)c2ccc(Cl)cc2)n1C	3.1	-0.9	2.4	8.9	13.5	-1.5	100.5	1.6	1.2	-4.6	-4.0
O=C(Nc1ccc(F)c(Cl)c1)Nn1cnnc1	-2.9	-2.9	2.4	1.8	10.5	-0.3	·	2.3	1.6	-14.7	-5.9
CCN1CCN(C(=O)CCc2nnc(CCc3c[nH]c4ccccc34)o2)[C@@H](C)C1=O	0.0	17.5	1.0	0.5	11.9	-0.1	·	2.9	0.6	0.7	-1.8
S=C1NCCOCCOCCOCCOCCNC(=S)N2CCOCCOCCN1CCOCC2	1.0	2.2	1.8	7.9	1.4	-1.4	98.5	1.5	0.1	-4.8	389.9
CS(=O)(=O)N1CCCC(C(=O)N2CCN(c3cccc(Cl)c3)CC2)C1 (configuration not stated)	1.2	8.2	4.6	21.4	-3.2	-4.2	78.5	-0.9	-2.4	-7.2	18.3
Cn1cnc([N+](=O)[O-])c1Sc1ncccc1N	-11.5	-0.4	1.0	45.7*	29.3*	-8.6	94.7	0.3	-1.7	5.4	-3.2
CCc1cc(-c2n[nH]c(CCC(=O)O)c2-c2nc3ccccc3n2C)c(O)cc1O	-1.3	-18.9	1.1	2.5	3.7	-0.5	95.0	0.2	0.6	4.3	-9.0
COc1ccccc1CNC(=O)CCNC(=O)N1CC(=O)Nc2ccccc21	-1.2	-1.7	2.9	16.1	-28.7	-3.1	99.8	1.0	1.4	-1.4	-26.4
CC(C(=O)NC1CCCC1)N1CCN(S(=O)(=O)c2ccc(C(C)(C)C)cc2)CC1 (configuration not stated)	-2.4	-4.9	2.9	4.2	5.9	-1.0	103.6	0.8	0.3	-9.2	-15.3
O=C(N/N=C/c1cccnc1)c1cc(O)c(O)c(O)c1	-2.3	-20.4	3.0	-0.4	8.9	0.1	88.8	1.9	-1.2	1.8	595.5
Cc1ccc(NC(=O)C/C(N)=N/O)cc1C	3.8	26.3	-1.2	6.1	17.5	-1.0	106.7	0.9	-1.4	-5.3	10.5
CSc1ccccc1C(=O)C1CCCN(C(=O)c2csnn2)C1 (configuration not stated)	2.5	-34.3	2.4	11.1	-5.6	-2.1	102.2	1.4	-1.3	-2.9	-8.9
COc1cc(C2C(C#N)=C(N)N(N(C)C)C3=C2C(=O)CCC3)cc(OC)c1OC (configuration not stated)	2.3	-21.6	-0.2	10.4	-8.4	-2.0	89.7	1.2	0.7	-0.3	-8.2
CCN1CC=C2C(C#N)=C(N)C(C#N)(C#N)C(c3cc(Cl)ccc3Cl)C2C1 (configuration not stated)	-0.8	11.2	4.3	18.0	2.8	-3.3	98.3	2.1	0.8	-5.7	2.5
O=C(c1cc(COc2ccc(F)cc2F)on1)N1CCSCC1	4.1	·	4.9	6.1	17.5	-1.2	131.8	5.7	-1.2	0.3	-3.2
COc1ccccc1NS(=O)(=O)c1ccc2oc(SC)nc2c1	-2.1	-20.8	3.0	-17.8	5.5	2.4	·	3.3	-0.4	-3.9	-2.6
O=C(/C=C/c1ccccc1[N+](=O)[O-])OC1CCCCC1=O (configuration not stated)	2.5	-15.0	2.3	15.8	-7.3	-3.1	97.9	5.0	-0.9	1.4	223.6
Cc1cc(C)n(CCN(C)Cc2cn[nH]c2-c2ccc(F)cc2F)n1	1.0	-13.1	4.3	9.9	6.3	-2.0	86.8	-1.3	-1.3	2.0	-13.4
COc1cccc(NC(=O)Nc2ccc3c(c2)CCC3)c1	4.2	17.2	1.8	-27.3	0.6	5.0	103.9	0.1	0.1	-8.7	6.6
Oc1ccc(C[C@H]2CNC(=S)N2CC2CCCN2C[C@H](Cc2ccc(O)cc2)N2C[C@H](Cc3ccccc3)N(CC3CCCCC3)C2=S)cc1 (some centres not stated)	-3.1	-7.5	3.7	-22.1	10.6	4.7	101.8	·	·	-8.7	·
CCCCC(=O)Nc1ccc(F)c(Cl)c1	3.2	·	4.3	-5.1	0.4	0.9	103.4	2.6	1.0	2.7	-9.7
Cn1c(=O)c(Oc2ccc(F)cc2)c(O)c2ccccc21	1.6	-25.1	2.8	-0.6	-4.0	0.1	68.6	-1.9	-2.9	-12.1	-12.5
CC(=O)N[C@@H](Cc1c[nH]c2ccccc12)C(=O)OCc1cc(C(F)(F)F)cc(C(F)(F)F)c1	3.2	4.7	5.7	-9.9	-1.6	1.8	101.6	-1.4	-1.8	-9.1	2.8
COC(=O)[C@H]1[C@@H](C)N(CCc2cc(OC)c(OC)c(OC)c2)C(=O)N[C@H]1c1ccccc1	6.5	-9.3	2.4	5.9	-42.0	-1.1	99.8	1.8	1.6	-2.0	9.9
COc1ccc(NC(=O)C/C(C)=N/NC(=O)C(=O)Nc2cccc(Cl)c2C)c(OC)c1	4.8	-6.5	5.0	-1.9	18.6	0.3	97.8	2.1	0.5	-11.9	6.7
CCCOc1ccc(NC(=O)c2c(-c3ccccc3)noc2C)cc1	5.8	4.4	2.0	-15.0	-17.2	3.0	95.3	4.2	1.6	4.7	294.7
CSc1ccccc1NC(=O)Cn1c(-c2cscn2)nc2ccccc21	·	8.2	0.0	·	·	·	103.5	5.1	1.0	-1.6	1.9
O=C(COC(=O)c1ccc2[nH]c3c(c2c1)CCCC3)Nc1ccccc1	1.9	-2.5	4.1	-16.0	9.2	3.4	105.8	2.3	-1.7	5.0	270.8
O=C1CC(c2ccc(F)cc2)C2=C(CCCC2=O)N1 (configuration not stated)	8.6	12.5	0.9	2.9	-20.5	-0.7	·	4.3	-0.3	-1.2	-10.8
CC(C)(C)OC(=O)N1CCC2(CC1)Oc1ccc(F)cc1C(=O)C21CC(c2cccnc2)=NO1 (configuration not stated)	15.1	5.2	3.6	-4.2	-44.4	0.7	105.5	1.8	0.0	5.2	-10.6
